# CXCR6 inh = blocks human CXCR6 beta-arrestin recruitment. inhibition, % at 20 µM. CHO-K1 PathHunter CXCR6 beta-arrestin, luminescence. 360,000 tested, 0.36% active; in the data active means inhibition above about 34%, passing the limit was not always enough;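 further: antagonist mode with CXCL16 agonist at 10 nM final; 0% = 10 nM CXCL16 with DMSO and 100% = unstimulated wells without agonist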
# Target sequence (O00574 whole entry, looked up): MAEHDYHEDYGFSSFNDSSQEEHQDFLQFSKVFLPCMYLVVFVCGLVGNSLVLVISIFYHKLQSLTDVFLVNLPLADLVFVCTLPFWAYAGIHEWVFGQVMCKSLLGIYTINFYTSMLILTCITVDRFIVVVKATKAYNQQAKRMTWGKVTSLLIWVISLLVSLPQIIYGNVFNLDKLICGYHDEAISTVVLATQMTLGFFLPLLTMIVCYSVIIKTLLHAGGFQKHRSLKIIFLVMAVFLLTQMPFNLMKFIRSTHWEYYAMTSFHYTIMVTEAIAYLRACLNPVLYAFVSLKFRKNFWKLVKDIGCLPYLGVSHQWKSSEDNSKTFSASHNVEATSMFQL
# ATG4B inh = blocks human ATG4B protease cleavage of LC3 substrate; Q9Y4P1; ATG4B cleavage of LC3-PLA2, NBD-HPC fluorescence, 1 h; 340,000 tested, 0.51% active; inhibition, % at 8.33 µM; in the data active means inhibition above about 40%
# Target sequence (Q9Y4P1 whole entry, looked up): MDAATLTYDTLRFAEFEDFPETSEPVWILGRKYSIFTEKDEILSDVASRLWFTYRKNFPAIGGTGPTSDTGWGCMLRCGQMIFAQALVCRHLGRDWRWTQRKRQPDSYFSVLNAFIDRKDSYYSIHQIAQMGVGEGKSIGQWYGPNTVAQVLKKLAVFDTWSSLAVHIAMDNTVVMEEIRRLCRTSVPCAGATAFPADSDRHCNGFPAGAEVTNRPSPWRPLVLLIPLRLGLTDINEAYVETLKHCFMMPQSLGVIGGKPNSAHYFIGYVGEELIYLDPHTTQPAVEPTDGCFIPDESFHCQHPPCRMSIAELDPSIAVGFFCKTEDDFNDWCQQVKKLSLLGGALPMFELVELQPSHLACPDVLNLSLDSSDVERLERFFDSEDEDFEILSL
# CCR6 antag = CCR6 (human) receptor antagonism. P51684. CHO-K1 CCR6 PathHunter beta-arrestin, luminescence, CCL20-stimulated. inhibition, % at 20 µM. 340,000 tested, 0.49% active. AID 493098;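 active means compounds whose inhibition of the agonist-driven luminescence signal at 20 µM reaches about 50%, limit read from the data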;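 further: cells stimulated with CCL20 at 14 nM final; plate controls were DMSO with CCL20 for no effect and DMSO without agonist for full effect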
# APJ ag = APJ receptor agonism. P35414. CHO-K1 APJ PathHunter beta-arrestin, luminescence; 0% DMSO wells, 100% apelin. activation, % at 20 µM. AID 2520. 330,000 tested, 0.11% active;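 active means activation more than six SD over the plate average, tested at 20 µM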;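 further: 0% = DMSO alone and 100% = apelin-13 at 10 nM; some results filed as inactive read as strong as hits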
#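 Test system – PathHunter CHO-K1 APJ (AGTRL-1) beta-arrestin reporter cells · Input – 1000 cells/well · Compound – single test compound dose, 20 µM final, 1% DMSO · Times – compound stimulation 90 min at 25 °C, detection 60 min · Technique – beta-gal luminescence · Read-out basis – APJ–arrestin association signal · Control set – negative DMSO alone, positive Apelin-13 at 10 nM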
# EBI2 block = antagonists of human EBI2 receptor. P32249. EBI2 beta-arrestin recruitment, luminescence, 7a,25-OHC stimulated. inhibition, % at 5 µM. 360,000 tested, 0.81% active. AID 651636; in the data active means inhibition above about 38%;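 further: enzyme fragment complementation signal reports receptor beta-arrestin coupling in cells; 0% = agonist plus DMSO wells and 100% = wells without agonist; some results beyond the cut were filed as inactive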
# Target sequence (P32249 whole entry, looked up, the tested form may be a part): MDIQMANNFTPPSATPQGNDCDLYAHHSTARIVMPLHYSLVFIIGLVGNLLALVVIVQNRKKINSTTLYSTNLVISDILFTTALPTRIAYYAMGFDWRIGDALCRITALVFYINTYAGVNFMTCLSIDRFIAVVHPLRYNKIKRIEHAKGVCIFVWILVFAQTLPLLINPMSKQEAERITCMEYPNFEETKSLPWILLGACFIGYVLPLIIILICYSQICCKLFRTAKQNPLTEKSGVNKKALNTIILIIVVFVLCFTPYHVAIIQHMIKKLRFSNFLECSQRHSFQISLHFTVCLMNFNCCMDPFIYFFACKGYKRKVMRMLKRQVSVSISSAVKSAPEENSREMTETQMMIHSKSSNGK
# Gli-Sufu antag = blocks Gli-Sufu signaling in a luciferase reporter; Sufu-KO-LIGHT fibroblasts, Gli luciferase reporter luminescence; AID 588413; inhibition, % at 5 µM; 340,000 tested, 0.74% active;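 active means inhibition above about 55%, limit read from the data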;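 further: 0% = DMSO-treated cells and 100% = wells with medium but no cells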
# UBC13 polyUb = inhibitors of human UBC13 polyubiquitin chain formation. TR-FRET. 330,000 tested, 0.47% active. P61088. inhibition, % at 20 µM. AID 485273; in the data active means inhibition above about 45%, passing the limit was not always enough
# APJ antagonist = antagonists of human APJ apelin receptor; 330,000 tested, 0.32% active; AID 2521; P35414; CHO-K1 APJ beta-arrestin complementation, luminescence; inhibition, % at 20 µM;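 active means inhibition above about 40% at 20 µM, limit read from the data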;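 further: cells challenged with 10 nM apelin-13 agonist together with compound; plate controls were apelin-13 plus DMSO wells for no effect and DMSO wells lacking apelin-13 for full effect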
# Starred values were filed as active, the others as inactive; / = no result given. The order is random; 3% or so of the library scored in one or more.
SMILES,CXCR6 inh,ATG4B inh,CCR6 antag,APJ ag,EBI2 block,Gli-Sufu antag,UBC13 polyUb,APJ antagonist
Cc1cccc(C2C3=C(CCCC3=O)N=C3c4ccccc4C(=O)C32)c1 (centres undefined),22.0,-2.0,30.0,-2.4,3.7,-2.3,-125.1,20.7
COc1nc(NCCc2ccc(OC)c(OC)c2)nc(Nc2ccccc2)n1,1.6,-8.1,7.6,2.1,-1.2,5.5,5.8,0.0
O=C(COC(=O)/C=C/c1cccs1)Nc1ccccc1Cl,-5.4,-7.2,2.2,-1.4,0.1,7.2,3.3,8.4
NC(=O)c1ccc(NS(=O)(=O)c2ccc(Br)s2)cc1,3.0,5.9,13.2,-3.6,-14.2,2.7,1.7,13.8
Cc1cc(NC(=O)CCC(=O)N(Cc2cccs2)C(C)(C)C(=O)NC2CCCCC2)no1,9.6,-12.5,9.1,-0.7,-10.0,29.0,5.2,-7.9
COC(=O)c1c(NC(=O)CCCC(=O)O)sc2c1CCC2,2.6,-3.5,1.7,-4.8,-0.3,5.8,14.0,2.6
CCOc1ccc(N2C(=O)C(Cl)=C(N3CCOCC3)C2=O)cc1,-8.4,-12.5,-18.1,-1.4,-13.4,2.0,-8.2,5.4
CC(CNC(=O)c1cc(COc2ccc3ncccc3c2)on1)c1ccccc1 (centres undefined),-13.0,2.5,18.0,8.0,-2.9,48.6,9.3,-11.5
NC(=O)C1(N2CCCCC2)CCN(C(=O)CSc2nc3ccccc3[nH]2)CC1,-11.5,1.5,-10.3,-4.8,1.2,23.2,-2.6,-28.1
O=C(CSC1=Nc2ccccc2C2CC=NN12)Nc1ccc2c(c1)OCO2 (centres undefined),28.8,-7.0,53.5*,/,5.1,-0.6,/,/
Cc1nnc(C)c2c(C)n(-c3ccccc3)c(C)c12,-1.3,-6.9,13.2,-1.1,3.8,59.0*,2.8,6.5
Cc1cc(=O)n2nc(N3CCC(C(=O)NCc4ccccc4F)CC3)sc2n1,1.0,1.1,7.3,-0.2,-11.2,4.5,-2.9,6.1
O=C(Nc1ccccc1-c1nc2ccccc2[nH]1)c1ccc(S(=O)(=O)N2CCCCC2)cc1,-1.6,-7.6,2.5,/,3.3,-1.2,/,/
CC1(C)Oc2ccc3ccc(=O)oc3c2-c2cnoc21,4.4,8.0,7.9,-0.9,0.6,11.9,3.8,8.8
COc1ccc(Cl)cc1NC(=O)c1noc(C)c1[N+](=O)[O-],-11.7,-2.8,-17.4,10.1,-6.8,2.9,6.1,-56.1
Cc1ccc(NC(=O)NC(=O)COc2ccccc2C(N)=O)c(C)c1,-6.7,-7.2,0.9,2.1,5.6,3.5,-3.4,2.3
Cc1cc(NC(=O)CCSc2nc(-c3ccco3)cc(C(F)(F)F)n2)n(-c2ccccc2)n1,3.8,0.5,-7.2,-1.5,-7.6,-4.6,-10.9,13.2
COc1ccc(Nc2ncnc3sc(C)cc23)c(OC)c1,-10.1,-5.4,-16.6,0.9,-2.9,4.4,1.7,4.8
O=C(Nc1sc2c(c1C(=O)c1ccccc1)CCCC2)c1cccnc1,-5.9,0.5,24.5,-3.6,-5.5,16.3,7.7,17.1
CSc1ncccc1C(=O)Nc1cccc(S(=O)(=O)N2CCCC2)c1,0.9,6.1,15.7,-4.4,-16.0,-2.4,8.1,3.0
CC1c2ccsc2CCN1S(=O)(=O)c1cccs1 (centres undefined),5.5,20.4,7.7,-0.9,3.6,3.7,6.6,8.6
CC(CCc1ccccc1)NC(=O)c1ccc(Cl)nc1 (centres undefined),2.8,5.1,-22.6,-2.4,-2.7,7.9,-11.6,0.2
CCOc1ccccc1C(=O)OCC(=O)Nc1ccc(OC(F)F)cc1,4.9,12.6,11.7,-1.4,-1.3,-15.6,-0.1,5.2
COc1cc(/C=N/N=C(\N)c2nonc2N)cc(OC)c1O,-1.1,-4.6,-3.2,-4.5,1.5,1.6,10.4,-9.3
Oc1ccc(C(c2nnnn2C2CCCCC2)N2CCOCC2)cc1 (centres undefined),-2.3,2.2,2.9,3.1,1.4,-2.8,0.7,-17.0
COc1ccc2nc(N=Nc3ccc(O)c4ccccc34)sc2c1,17.2,5.5,44.4,-6.2,27.6,22.7,-37.5,35.6
Cc1cccc2sc(N(CCCN(C)C)C(=O)c3cc4ccccc4oc3=O)nc12,8.1,-3.0,-20.7,-5.9,-8.0,1.6,8.2,-6.7
Cc1cccc(NC(=O)c2ccc(OCC3CCCO3)cc2)c1C (centres undefined),-3.0,-2.9,-9.3,-4.7,-2.2,-12.6,5.5,-2.2
CCOc1ccc(NC(=O)c2sc3nc4n(c(=O)c3c2C)CCC4)cc1,-7.0,4.1,0.1,-1.9,1.8,-14.5,4.4,8.0
CSc1ncccc1C(=O)OCC(=O)NC1CC1,-8.9,0.8,8.4,-5.6,1.5,3.6,0.6,11.4

# Profiles as entered above.
# `CC1c2ccsc2CCN1S(=O)(=O)c1cccs1` (centres undefined) is listed with CXCR6 inh = 5.5; ATG4B inh = 20.4; CCR6 antag = 7.7; APJ ag = -0.9; EBI2 block = 3.6; Gli-Sufu antag = 3.7; UBC13 polyUb = 6.6; APJ antagonist = 8.6
# `CSc1ncccc1C(=O)OCC(=O)NC1CC1` is listed with CXCR6 inh = -8.9; ATG4B inh = 0.8; CCR6 antag = 8.4; APJ ag = -5.6; EBI2 block = 1.5; Gli-Sufu antag = 3.6; UBC13 polyUb = 0.6; APJ antagonist = 11.4
# `COc1ccc2nc(N=Nc3ccc(O)c4ccccc34)sc2c1` is listed with CXCR6 inh = 17.2; ATG4B inh = 5.5; CCR6 antag = 44.4; APJ ag = -6.2; EBI2 block = 27.6; Gli-Sufu antag = 22.7; UBC13 polyUb = -37.5; APJ antagonist = 35.6

# Continuation.
SMILES,CXCR6 inh,ATG4B inh,CCR6 antag,APJ ag,EBI2 block,Gli-Sufu antag,UBC13 polyUb,APJ antagonist
Cc1cccnc1NC(=O)c1ccc(COc2ccccc2)o1,-1.3,-5.7,-2.2,-1.7,-8.7,7.5,7.5,-10.6
CCOc1ccc(N/C(=N/c2nc(C)cc(C)n2)NC(=O)CC)cc1,-1.6,-4.2,6.0,-4.4,9.8,4.0,-2.0,11.3
COc1cc(/C=C2/C(=N)N3C(c4ccccc4)=CSC3=NC2=O)ccc1OCC(=O)O,12.7,-1.5,25.2,-6.8,11.6,-15.1,1.6,-2.6
CC1C=CCC2C(=O)N(c3cc(Cl)ccc3O)C(=O)C12 (centres undefined),-3.4,-10.7,8.7,-0.9,8.6,-6.7,-1.0,7.2
COC(=O)[C@@]12CCCCN1[C@H](c1ccc(-c3cccc(Cl)c3)c(OC)c1)[C@H]1C(=O)N(C)C(=O)[C@H]12,4.6,-14.4,16.7,-5.3,19.3,-4.3,-7.0,14.2
CCN(CC)S(=O)(=O)c1cc(NC(=O)C2Cc3ccccc3C(=O)O2)ccc1C (centres undefined),-5.3,14.9,8.0,-2.0,18.6,-25.8,3.1,2.3
O=C1CNC(=S)N1c1nc2ccccc2s1,4.7,4.8,1.8,-0.4,-6.9,4.8,-10.0,9.2
CCC(Oc1ccccc1)C(=O)NC1CCCCCC1 (centres undefined),4.1,-1.1,0.2,-4.7,4.8,6.9,-2.9,-1.2
Cc1ccc(C)c(-c2cc(C(=O)NCc3cccs3)c3ccccc3n2)c1,-4.5,4.7,13.3,1.1,16.1,3.8,-5.9,6.5
CCN(CC)CCC=C(c1cccs1)c1cccs1,5.3,-18.7,6.5,/,5.0,18.9,/,/
O=C(/C=C\NCC(=O)c1ccccc1)c1ccccc1,21.7,7.8,28.9,-1.9,-0.4,-13.8,-16.8,-7.0
CC(C)(C)OC(=O)NCCCCCc1nnc(SCc2ccc(F)cc2)o1,-5.7,4.0,5.2,0.9,2.1,-0.3,-4.6,-3.7
O=C(COc1ccccc1)N1CCCCCCC1,-0.8,-11.3,2.2,-2.3,0.9,-2.3,2.6,-15.1
C=CCn1c(SCC(=O)Nc2cc(NC(C)=O)ccc2OC)nnc1-c1ccccn1,-0.1,-7.8,-11.2,2.1,0.4,10.6,-3.3,7.4
C=C(C)c1cccc(C(C)(C)NC(=O)N(Cc2ccccc2)Cc2ccco2)c1,17.3,-1.8,4.3,-2.1,26.5,24.6,-0.8,10.4
CSc1cccc(CN2CCN(CCC(C)C)C(CCO)C2)c1 (centres undefined),8.9,-8.2,1.3,-2.3,-11.7,-1.4,-2.3,-0.1
Cc1cccc(N(C(=O)CCC(=O)Nc2cccnc2)C(C(=O)NC2CCCC2)c2ccncc2)c1 (centres undefined),6.0,-6.0,-10.2,0.6,-4.8,2.9,5.8,3.7
Cc1ccc(NC(=O)CN(C)C(=O)c2ccc(NS(=O)(=O)c3ccc4[nH]c(=O)[nH]c4c3)cc2)cc1,-5.9,-4.4,12.8,-2.8,1.3,-0.1,-6.6,-16.2
Cc1ccc(C)c(NC(=S)N(Cc2cccc(Br)c2)CC2CCC(C(=O)O)CC2)c1 (centres undefined),1.7,-11.6,14.5,-2.5,3.4,4.8,-18.5,4.5
N#C/C(=C/c1ccncc1)c1nc2ccccc2c(=O)[nH]1,-8.7,-1.4,0.6,-3.6,-8.0,0.4,2.9,4.0
COc1cc2nc(CN(C)Cc3nc4ccccc4c(=O)[nH]3)[nH]c(=O)c2cc1OC,-2.7,-2.5,-0.9,-2.8,-13.5,-2.5,-11.2,-11.6
CCc1ccc(NC(=O)NCc2ccccn2)cc1,-7.4,-8.0,7.3,10.8,-6.2,-12.1,-5.7,-0.3
CC(=O)N1CCC(N(C(=O)Nc2c(F)cccc2F)C(C)C)CC1,-5.7,1.5,-5.6,-0.6,1.9,9.2,-1.1,2.7
Cc1cc(NC(=O)CSc2nc(-c3cccs3)nc3ccccc23)no1,5.7,-4.5,5.0,-2.9,-7.2,3.1,-15.8,-2.8
O=C(CCc1nc2ccccc2c(=O)[nH]1)Nc1cc(C(F)(F)F)ccc1N1CCOCC1,1.0,-15.8,9.2,-3.1,-1.7,11.0,-4.7,16.0
O=C(Nc1ccc2c(c1)OCCO2)c1cc2sccc2n1Cc1ccc(F)cc1,-4.8,-11.1,9.9,17.9,17.8,-17.7,-8.3,-1.6
CC(C)/C=N/Nc1nc2c(c(=O)n(C)c(=O)n2C)n1C,-3.5,-3.3,5.4,-5.9,5.1,2.5,0.5,-7.1
CC(C)(C)c1nc(N)nc(=O)[nH]1,-2.3,11.8,-3.4,1.7,1.5,0.0,-2.9,7.4
COC(=O)CNC(=O)C(Cc1c[nH]c2ccccc12)NC(=O)Oc1ccccc1 (centres undefined),-12.7,8.8,0.8,0.7,0.2,-8.4,7.1,0.5
N=C1SCC(=O)N1c1ccc(Cl)cc1,-3.9,-7.5,9.5,-5.8,1.0,-18.1,-10.9,-1.1
CC(c1ccco1)N(C(=O)COc1ccc(Cl)cc1Cl)c1ccccn1 (centres undefined),3.0,1.2,18.3,-1.9,-1.8,-7.0,0.0,-12.7
CCCCCN(C(=O)CCC(=O)OCc1cccc(Br)c1)c1c(N)n(CCCC)c(=O)[nH]c1=O,-0.9,7.5,14.9,-3.9,5.5,13.4,2.1,6.1
CCC(=O)N1c2ccc(S(=O)(=O)NC3CCCCC3)cc2CC1C (centres undefined),0.1,-12.3,1.6,3.9,-10.3,25.0,-2.1,-23.0
CCN1CCN(c2ccc(N3CCN(S(=O)(=O)c4cc([N+](=O)[O-])ccc4C)CC3)nn2)CC1,-5.1,-12.5,10.5,4.3,2.0,20.6,0.2,-11.2
Cc1cc2cc(CCNC(=O)CCCc3ccccc3)c(=O)[nH]c2cc1C,2.8,-10.6,2.6,-1.1,8.4,9.4,-0.4,10.7
CCCCc1cc(=O)oc2c(CN3CCN(C)CC3)c(O)ccc12,5.2,-0.9,-5.3,-1.6,-1.0,23.6,3.8,7.9
O=C(N/N=C/C=C/c1ccc2c(c1)OCO2)c1ccc([N+](=O)[O-])cc1,9.0,-1.5,9.1,3.3,4.2,-5.6,-28.8,-19.7
